STK33 kinase inh – inhibitors of human STK33 kinase. 320,000 compounds, 0.073% hits. inhibition, % at 10 µM. purified STK33, MBP phosphorylation, ADP-Glo luminescence;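 active means inhibition at or above 25%, using the most active replicate where run in duplicate; inactive means inhibition below 25%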
Target sequence (Q9BYT3 whole entry, looked up): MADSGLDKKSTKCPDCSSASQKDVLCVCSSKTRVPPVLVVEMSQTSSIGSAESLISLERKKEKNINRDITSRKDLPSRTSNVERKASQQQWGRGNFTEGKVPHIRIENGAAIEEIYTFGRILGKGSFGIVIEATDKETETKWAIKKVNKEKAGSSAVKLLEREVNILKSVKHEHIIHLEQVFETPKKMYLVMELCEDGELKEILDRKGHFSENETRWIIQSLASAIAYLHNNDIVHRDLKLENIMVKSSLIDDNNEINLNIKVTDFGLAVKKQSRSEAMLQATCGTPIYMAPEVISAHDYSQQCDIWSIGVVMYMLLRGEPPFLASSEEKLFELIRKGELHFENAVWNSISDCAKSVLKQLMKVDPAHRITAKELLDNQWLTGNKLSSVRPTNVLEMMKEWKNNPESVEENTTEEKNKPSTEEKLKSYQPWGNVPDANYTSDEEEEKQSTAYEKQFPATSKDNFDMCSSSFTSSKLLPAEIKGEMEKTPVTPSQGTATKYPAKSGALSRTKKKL
OX1R FRET antag – OX1R (human) antagonism | inhibition, % at 6.6 µM | OX1R-expressing cells, FRET antagonist read-out | AID 485270 | O43613 | 330,000 compounds, 1.8% hits; in the data active means inhibition mostly above about 38%, no sharp cut-off; inactive means mostly below about 40%;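 further: 0% = agonist challenge alone and 100% = reference antagonist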
Target sequence (O43613 whole entry, looked up): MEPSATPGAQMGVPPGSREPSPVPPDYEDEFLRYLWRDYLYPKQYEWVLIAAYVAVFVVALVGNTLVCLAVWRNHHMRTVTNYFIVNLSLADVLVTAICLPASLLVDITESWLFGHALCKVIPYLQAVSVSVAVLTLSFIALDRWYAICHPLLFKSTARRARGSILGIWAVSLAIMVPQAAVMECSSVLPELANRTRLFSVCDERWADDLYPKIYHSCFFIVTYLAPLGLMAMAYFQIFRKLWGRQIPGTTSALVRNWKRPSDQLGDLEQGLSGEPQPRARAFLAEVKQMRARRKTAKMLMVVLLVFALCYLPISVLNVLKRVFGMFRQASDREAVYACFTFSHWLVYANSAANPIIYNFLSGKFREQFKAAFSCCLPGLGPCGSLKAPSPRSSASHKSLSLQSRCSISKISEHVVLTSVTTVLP
Starred values were filed as active, the others as inactive; x = not tested or not shown.

Results follow in this order: STK33 kinase inh	OX1R FRET antag
O=C(Oc1ccc(C(=S)N2CCOCC2)cc1)c1cc([N+](=O)[O-])cc([N+](=O)[O-])c1
    -0.9	11
COc1ccccc1/C=C/C=N/NC(=O)c1ccco1
    -1.5	35
CC(=O)N(C)/C=C1\Sc2ccccc2C1=O
    -0.5	17
COc1ccc(NC(=O)CN2C(=O)COc3ccc(S(=O)(=O)N4CCCCC4)cc32)cc1OC
    1.2	1
O=C(O)C1(O)C[C@H](O)C(O)[C@@H](O)C1 (stereo partly specified)
    0.0	6
CC(=O)N1c2ccccc2C2CCCC[C@@H]21 (stereo partly specified)
    -2.7	3
Cc1nc(N2CCN(C(=O)c3ccco3)CC2)c(C#N)c2c1CCCC2
    0.9	9
Nn1c(SCC(=O)Nc2ccc(F)cc2)nnc1-c1cccnc1
    -1.5	10
Cc1ccc(N(CC(=O)NC(C)C)C(=O)CCC(=O)Nc2nccs2)c(C)c1
    -0.6	-2
Fc1ccc(CN2C3=NCCCN3c3ccccc32)cc1
    -1.4	6
CC(=O)C1=C(O)C(=O)N(CCNCCO)C1c1ccccc1 (stereo unspecified)
    1.7	17
Cc1ccc(C)c(N2CCN(C(=O)Cn3cccc3)CC2)c1
    -1.4	1
CCc1ccccc1NC(=O)CC1CS(=O)(=O)CC1CC(=O)Nc1ccccc1CC (stereo unspecified)
    -1.2	17
Cn1cc(C(=O)Nc2cccc(F)c2)cn1
    0.1	18
O=c1[nH]c(CSc2nnc(Nc3ccccc3)s2)nc2ccccc12
    -3.5	3
Cc1cc2nc(CCN(C(=S)NCC3CCCO3)C3CCCC3)[nH]c2cc1C (stereo unspecified)
    x	16
Cc1ccc(C(=O)NCC(=O)OCCOc2cccc(Cl)c2)cc1
    -0.8	9
COc1cc2c(cc1NC(=O)/C=C/c1ccccc1)oc1ccccc12
    -0.8	19
COC(=O)Nc1cc([N+](=O)[O-])ccc1OC
    -1.0	24
CCOc1ccccc1NC(=S)NCCc1ccccc1
    x	25
COc1ccc(NC(=O)c2cccc(S(=O)(=O)N3CCN(c4ccccc4)CC3)c2)c(OC)c1
    -1.9	9
COC(=O)CC1=Nc2ccccc2NC(=O)C1
    -1.4	13
FC(F)(F)c1cccc(Oc2cc(C(F)(F)F)nc(-c3ccccn3)n2)c1
    -0.4	4
COc1ccc(C(C(=O)NC2CCCC2)N(C(=O)c2snc(-c3ccc(F)cc3)c2N)c2ccc(F)cc2)cc1 (stereo unspecified)
    -1.0	18
CCOC(=O)C1(CC/C(C)=N\NC(N)=O)CC(C)(C)OC1=O (stereo unspecified)
    x	5
O=C(NC1CCCN(CCc2ccccc2)C1)c1c[nH]c2ccccc12 (stereo unspecified)
    -1.0	12
COCCCN(Cc1cccs1)S(=O)(=O)c1csc(C(N)=O)c1
    -2.4	6
CCOc1ccccc1NC(=O)Cn1nnc(C(=O)NCc2ccc3c(c2)OCO3)c1N
    0.6	19
CCOc1cc(S(=O)(=O)NCc2ccncc2)ccc1Cl
    2.1	26
COc1ccc(C2(C)NC(=O)N(CC(=O)Nc3ccc(S(=O)(=O)N4CCCC4)cc3)C2=O)cc1 (stereo unspecified)
    1.6	-8
CCOC(=O)C1C(c2ccc(Cl)cc2)NC(=S)NC1(O)C(F)(F)F (stereo unspecified)
    0.0	2
Cc1ccc(CNC(=O)C2CCCN2C(=O)Nc2ccccc2)cc1 (stereo unspecified)
    11	14
COC(=O)c1sccc1NC(=S)N1CCN(c2ccccc2)CC1
    -2.2	16
O=[N+]([O-])c1cc(C(F)(F)F)ccc1-n1nnc2ccccc21
    0.0	26
Cc1ccc(CNC(=O)COC(=O)c2ccc(S(=O)(=O)N3CCOCC3)cc2)cc1
    1.1	9
CC(=O)Nc1ccc(C)cc1NC(C)=O
    1.0	12
Cc1ccc2oc(=O)c3cnn(CC(=O)Nc4ccccc4N4CCN(C)CC4)c3c2c1
    -4.8	1
COc1ccc(N(C(=O)Cc2cccs2)C(C(=O)NC2CCCCC2)c2cccn2C)cc1OC (stereo unspecified)
    -1.8	35
O=C(COc1ccc(Cl)cc1)NC(=S)Nc1ccccc1N1CCOCC1
    -0.9	3
CCN(CC)S(=O)(=O)c1ccc(/C=C/C(=O)OCC(=O)NCc2ccc3c(c2)OCO3)cc1
    -0.5	19
Cc1ccc(S(=O)(=O)N2CCN(CC(=O)NC(=O)NCc3ccccc3)CC2)cc1C
    -0.3	4
Cn1c(SCc2cccc(Cl)c2)nc(C(F)(F)F)cc1=O
    7.2	12
COCCN(Cc1cc2cc3c(cc2nc1Cl)OCO3)C(=O)Nc1ccccc1OC
    0.5	7
O=C(O)c1ccc(S(=O)(=O)NCC2CCCO2)cc1 (stereo unspecified)
    0.3	4
CC1CCCC(C)N1CCNC(=O)Cn1nc(-c2ccccc2)ccc1=O (stereo unspecified)
    -1.9	5
Cc1ccc2nc(C)c(C(=O)N/N=C/c3ccc(C(=O)O)cc3)cc2c1
    -1.4	23
COC(=O)C(Cc1c[nH]c2ccccc12)NC(=O)c1cncc(Br)c1 (stereo unspecified)
    -2.6	-5
CN(c1cccc(NC(=O)c2ccc(N(C)S(=O)(=O)c3ccccc3)cc2)c1)S(C)(=O)=O
    -0.8	21
Cc1nc2cc(-c3ccc(Br)cc3)[nH]n2c(=O)c1Cl
    -16	x
Cc1cc(C)nc(NC(=O)CSc2nn(-c3ccccc3)c(=S)s2)n1
    0.4	11
O=c1c2nnn(-c3ccc(Cl)cc3)c2ncn1Cc1ccccn1
    2.8	19
Nc1cc(C(=O)OCC(=O)NNC(=O)c2ccccc2F)ccc1Cl
    0.1	6
CCOC(=O)Nc1cccc(OCC(=O)Nc2ccc(OC)cc2OC)c1
    -1.0	21
O=C(O)CCc1ccc(-c2ccc(F)cc2)n1Cc1ccco1
    -0.3	35
Cc1ccc(NC(=O)CCn2nnc3ccccc32)cc1
    0.7	20
O=C1CC(c2c(F)cccc2Cl)C2=C(COC2=O)N1 (stereo unspecified)
    -1.5	4
COc1ccc(C(=O)Nc2nccs2)cc1[N+](=O)[O-]
    -1.3	22
O=C(CSc1nnc(COc2ccccc2Cl)o1)NC(=O)NCc1ccco1
    -0.2	-3
O=C(NCC(=O)N1CCN(C(=O)c2ccco2)CC1)c1ccccc1
    0.7	8
O=C(OCc1cc(=O)n2c(n1)sc1ccccc12)c1cccc(O)c1
    0.0	97*

Next section.
Results follow in this order: STK33 kinase inh	OX1R FRET antag
Cc1onc(-c2ccccc2)c1C(=O)OCCOc1ccc([N+](=O)[O-])cc1[N+](=O)[O-]
    -1.2	0
CC(C)(C)c1nc(S(=O)(=O)c2ccc(Cl)cc2)c(N2CCOCC2)o1
    -0.4	6
CCOc1ccc(OCc2ccc(C(=O)O)o2)cc1
    0.0	12
O=C(Nc1ccccc1)C1=C[C@H](c2ccc(C(F)(F)F)cc2)C[C@H](OCc2ccc(CO)cc2)O1
    1.8	26
O=C(Nc1nnc(C2CC2)s1)c1ccco1
    0.4	12
CC(OC(=O)/C(C#N)=C/c1ccc(N(C)C)cc1)C(=O)N(C)c1ccccc1 (stereo unspecified)
    -1.0	24
CCOC(=O)N1CCN(C(=O)C2CCN(S(=O)(=O)c3ccc(C)cc3)CC2)CC1
    0.2	10
CCC1CSC(Nc2ccc(C(=O)/C=C/c3ccc(Br)cc3)cc2)=N1 (stereo unspecified)
    0.8	23
CCCN(CC(=O)Nc1ccccc1C)CC(=O)Nc1ccc(Br)cc1F
    0.4	9
O=C(NNC(=O)c1cnccn1)c1ccc(Cl)cc1
    -0.7	8
Cc1cccc(-c2nnc(-c3ccc(N)cc3)o2)c1
    0.0	21
CCCCOC(=O)c1ccc(Nc2ncnc3nc[nH]c23)cc1
    -0.4	7
Cn1cccc1C(=O)NC1CCCCC1
    8.0	24
COc1ccc(C(=O)Nc2cc(C)on2)c(OC)c1
    0.4	8
C/C(=N\NC(=O)c1ccccc1N)c1ccc(NC(=O)Cc2ccccc2)cc1
    -0.4	x
Cc1ccc(OCC(=O)NC(=S)Nc2cccc(NC(=O)c3ccccc3Cl)c2)cc1
    0.0	7
N#CCc1nn(-c2ccccc2)c(N)c1C#N
    -1.3	4
CCOC(=O)c1ccc(NC(=O)CCC2COc3ccccc3O2)cc1 (stereo unspecified)
    -0.5	21
CCc1ccccc1NS(=O)(=O)c1cc(C)ccc1OC
    -0.9	-1
Cc1cc(NC(=O)CSc2nnc(NCc3ccccc3)s2)no1
    -0.7	11
COc1ccc(-c2nc(C3CCCCC3)no2)cc1OC
    0.1	-4
CC(C)CN(C(=O)CCc1ccccc1Cl)c1c(N)n(Cc2ccccc2)c(=O)[nH]c1=O
    1.6	6
CSc1cccc(NC(=O)c2cc(S(=O)(=O)N3CCCCC3)c[nH]2)c1
    -0.7	7
C(=C\c1ccncc1)/c1ccccc1
    -0.7	24
Cc1onc(-c2ccccc2Cl)c1C(=O)OCC(=O)Nc1cccc(S(=O)(=O)N2CCOCC2)c1
    -1.5	20
COc1ccc(C(=O)COC(=O)c2ccc3c(c2)OCO3)c(OC)c1
    -1.4	7
NS(=O)(=O)c1cc(C(=O)OCC(=O)N2CCc3ccccc3C2)ccc1Cl
    0.0	1
Nc1nnc(CC(=O)N/N=C/c2ccc(-c3ccccc3Cl)o2)s1
    -1.3	10
CS(=O)(=O)N1CCN(c2ncnc3c2cnn3-c2ccccc2)CC1
    -0.8	7
CCOC(=O)[C@H]1[C@H]2COc3ccc(OC)cc3[C@H]2N2C(=O)CNC(=O)[C@@]12C
    0.0	9
O=C(COC(=O)CN1C(=O)c2ccccc2C1=O)NC1CCCCC1
    -0.8	21
COc1ccc(-c2cc(C(=O)Nc3c(F)cc(F)cc3Br)no2)cc1
    -2.1	2
Cc1ccc(NC(=O)NCc2ccc3[nH]c(C)cc3c2)cc1
    -1.4	5
O=C(O)C1CC(O)CN1S(=O)(=O)c1cccs1 (stereo unspecified)
    -1.0	7
CCCCc1ccc(S(=O)(=O)NCCCN2CCCC2=O)cc1
    -0.6	12
CSc1ccccc1NC(=O)c1ccccc1
    -2.6	15
Cc1cccc(N(CC(=O)Nc2c(C)n(C)n(-c3ccccc3)c2=O)S(C)(=O)=O)c1C
    0.3	11
COc1ccc(CNC(=O)Cn2nc(C)n3cccc3c2=O)cc1
    -0.4	3
O=C(O)CCc1ccc(-c2ccc(Cl)cc2)o1
    -1.6	12
C#CCOCCOCCOCCNc1nc(N2CCN(C(=O)CCCCCCCCCCNC(=O)[C@H]([C@@H](C)CC)n3cc(CCCCCN)nn3)CC2)nc(N2CCN(C(=O)CCCCCCCCCCNC(=O)[C@@H]([C@H](C)CC)n3cc(CCCCCN)nn3)CC2)n1
    16	-4
O=c1c([N+](=O)[O-])c(N2CCCCCC2)c2ccccc2n1-c1ccccc1
    0.2	16
O=C(NC(=S)Nc1ccc2oc(=O)ccc2c1)c1ccc(-c2cccc(Cl)c2Cl)o1
    -0.7	4
COC(=O)[C@@]1(C)[C@H]2C(=O)N(C)C(=O)[C@H]2[C@H]2CN=C(SCc3ccc(Cl)cc3)N21
    x	5
O=S(=O)(Cc1ccccc1)Nc1cccc(F)c1
    -0.8	8
Cc1ccc(-n2c(-c3ccco3)nc3c(cnn3-c3ccccc3C)c2=O)cc1
    0.1	15
CC1S/C(=C(\C#N)C(=O)NCc2ccco2)N(Cc2ccco2)C1=O (stereo unspecified)
    1.0	10
COC(=O)C1C(c2ccc(Br)cc2)Nc2nnc(C(F)(F)F)n2C1(C)O (stereo unspecified)
    2.1	6
O=C(CNC(=O)c1ccccc1F)NNC(=O)c1ccccc1O
    x	13
Cc1ccc(C(=O)NCC(=O)OCc2c(F)cccc2Cl)cc1
    -0.8	6
Cc1cccc2c1-c1sc(C(=O)Nc3nccs3)cc1CO2
    1.7	50*
O=c1[nH]c(SCc2ccccc2)nc2ccsc12
    -1.3	11
COc1c(Br)cc(Br)cc1/C=N/NC(=O)c1cccnc1
    -0.4	x
Nc1c(Cl)cc(Cl)cc1C(=O)OCC(=O)N1CCCC1=O
    -1.1	22
O=C(Nc1ccccc1F)c1ccc(S(=O)(=O)N2CCCCCC2)cc1
    -0.4	2
CC(=O)c1ccc(OCC(=O)OC(C)C(=O)NC2CCCCC2)cc1 (stereo unspecified)
    -1.2	10
CC(CCN1CCN(c2ccccc2)CC1)c1ccccc1 (stereo unspecified)
    -1.3	x
O=C(c1ccccc1F)N1CCCC(C(=O)N2CCN(c3ccccc3)CC2)C1 (stereo unspecified)
    -1.6	2
C=CCNC(=O)Nc1ccc(Br)cc1Cl
    -1.1	0
Cc1nc(NC(=O)CCC(=O)O)sc1C(=O)N(C)C
    -1.5	3
Cc1ccc(C(=O)Cn2ncsc2=N)cc1
    -0.9	9
CC(=O)c1nc(N2C(=O)C3CC=C(C)CC3C2=O)sc1C (stereo unspecified)
    -2.0	5

Molecules listed so far containing an aryl thioether with sulfur outside any ring (9):
Results follow in this order: STK33 kinase inh	OX1R FRET antag
Nn1c(SCC(=O)Nc2ccc(F)cc2)nnc1-c1cccnc1
    -1.5	10
O=c1[nH]c(CSc2nnc(Nc3ccccc3)s2)nc2ccccc12
    -3.5	3
Cn1c(SCc2cccc(Cl)c2)nc(C(F)(F)F)cc1=O
    7.2	12
Cc1cc(C)nc(NC(=O)CSc2nn(-c3ccccc3)c(=S)s2)n1
    0.4	11
O=C(CSc1nnc(COc2ccccc2Cl)o1)NC(=O)NCc1ccco1
    -0.2	-3
Cc1cc(NC(=O)CSc2nnc(NCc3ccccc3)s2)no1
    -0.7	11
CSc1cccc(NC(=O)c2cc(S(=O)(=O)N3CCCCC3)c[nH]2)c1
    -0.7	7
CSc1ccccc1NC(=O)c1ccccc1
    -2.6	15
O=c1[nH]c(SCc2ccccc2)nc2ccsc12
    -1.3	11
